# EWS-Fli block – EWS/Fli transcriptional activity inhibition | A673 NR0B1-luciferase reporter, viability-normalised | inhibition, % at 12.6 µM | 0.67% of 350,000 active;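 active means mean inhibition of at least 50% after viability correction, with every replicate also passing that limit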;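 further: firefly luciferase signal divided by Alamar Blue viability fluorescence both relative to DMSO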
# PGC1a acetyl inh – lowers PGC1a acetylation signal in U2OS cells; AlphaScreen anti-acetyl-lysine; with virally co-expressed GCN5 acetyltransferase; inhibition, % at 15.6 µM; 0.17% of 350,000 active;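 active means every replicate shows inhibition of at least 40%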;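 further: 0% = neutral control wells and 100% = positive control wells; some results beyond the cut were filed as inactive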
# PAX8 inh HTS – lowers PAX8-driven luciferase in RMG-I cells. RMG-I TPO-luciferase reporter, SteadyGlo, 24 h. inhibition, % at 12.6 µM. AID 652154. 1.2% of 360,000 active;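 active means mean replicate inhibition at least 60% with every replicate also reaching 60%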;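 further: luciferase light reporting Pax8 driven TPO promoter activity; plate controls were median of neutral control wells for no effect and mitoxantrone controls for full effect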
# FN deposit inh – fibronectin deposition inhibition; 0.086% of 350,000 active; AID 743247; AH1F fibroblasts, Alexa488-fibronectin deposition fluorescence, overnight; inhibition, % at 12.6 µM;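 active means mean inhibition across replicates of 30% or more, regardless of how many single replicates reach that level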;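 further: positive control wells lacked labelled fibronectin entirely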
#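 Measured by – fluorescence 485/525 nm · System – AH1F fibroblast monolayer, labelled fibronectin deposition · Amount – 10000 cells per well · Buffer or medium – serum-reduced DMEM (2% serum) · Doses – single dose, pinned · Also added – fluorescent fibronectin at 24 nM final · Schedule – 1 h cell attachment, overnight exposure to compound and label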
# Casp6 inh – blocks human caspase-6 cleavage activity | P55212 | purified caspase-6, Z-VEID-R110 cleavage fluorescence | inhibition, % at 12.5 µM | 0.53% of 350,000 active;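 active means mean inhibition across replicates at least about 35%, with every replicate also reaching that limit, limit read from the data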;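 further: 0% = median of neutral control wells and 100% = no fluorescence left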
# Target sequence (P55212 24-179 limits assumed): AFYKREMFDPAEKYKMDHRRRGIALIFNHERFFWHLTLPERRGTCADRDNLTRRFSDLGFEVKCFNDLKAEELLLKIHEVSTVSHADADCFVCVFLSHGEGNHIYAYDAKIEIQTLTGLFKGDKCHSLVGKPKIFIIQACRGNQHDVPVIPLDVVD
# Target sequence (P55212 194-293 limits assumed): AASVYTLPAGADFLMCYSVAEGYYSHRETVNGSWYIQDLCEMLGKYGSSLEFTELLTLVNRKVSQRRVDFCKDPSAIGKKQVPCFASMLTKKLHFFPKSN
# miR-122 sensor – blocks miR-122 activity in Huh7 sensor cells; AID 602342; Huh7 miR-122 Renilla luciferase sensor, 48 h; neutral wells = 0, positive control = 100; 0.3% of 340,000 active; activation (reporter increase), % at 12.5 µM;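 active means mean replicate activation score at least 90 and every replicate individually at or above 90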;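 further: higher luciferase means less miR-122 activity so hits act as miR-122 inhibitors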
# Cneo AK release – Cryptococcus neoformans lysis via adenylate kinase release; C. neoformans lysis, adenylate kinase release luminescence, 4 h; normalised: neutral wells 0, clomiphene wells 100; lysis activity, % at 15 µM; 0.2% of 360,000 active; AID 651654;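 active means mean lysis activity across replicates of at least 80%, whatever share of replicates individually reach that level; inactive means mean lysis activity below 80%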
#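 Assay system: log-phase C. neoformans yeast / Quantity: yeast cell density of 5 × 10^6 cells/mL / Medium: fresh YPD growth medium / Compound: single dose / Timing: static 4 h at 37 °C with compound, 1 h detection / Measured by: adenylate kinase release luminescence / Read-out: lysis from increased AK signal / Benchmarks: Clomiphene as positive lysis control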
# LGR2 inh – blocks bursicon-induced cAMP signaling via Drosophila LGR2; HEK293 LGR2, CRE-luciferase, bursicon-stimulated, 4 h; inhibition, % at 9.99 µM; 0.35% of 380,000 active; AID 720647;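 active means drop in luminescence signal, shown as inhibition above about 50% in the replicate tests, limit read from the data, passing the limit was not always enough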;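 further: agonist challenge used bursicon conditioned medium at about half maximal strength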
# * = called active by the depositor; · = not tested or not shown; & = joins results of further samples; [ ] = dose if it differs, or a comment. The order is random. Share with any hit: about 2.5%.
molecule	EWS-Fli block	PGC1a acetyl inh	PAX8 inh HTS	FN deposit inh	Casp6 inh	miR-122 sensor	Cneo AK release	LGR2 inh
Cc1ccc(NC(=O)C(C)N2CCCc3ccccc32)cc1S(=O)(=O)N1CCOCC1 (centres undefined)	-50	8	-24	-7	-1	-6	-1	-20
COc1ccc(NC(=O)N(C)C[C@@H]2Oc3c(cccc3N(C)C)C(=O)N([C@H](C)CO)C[C@H]2C)cc1	-9	-9	-5	·	0	-1[16.7 µM]	38	-5
O=C(C[C@H]1CC[C@@H]2[C@H](COC[C@@H](O)CN2C(=O)Nc2ccc(F)cc2)O1)NCCc1ccncc1	-6	3	-13	-14	-1	7[16.7 µM]	4	1
O=C(OCn1nnc2ccccc2c1=O)c1ccc(O)cc1	-1	·	-3	1	7	·	·	15
C[C@]12CC[C@@H]3c4ccc(O)cc4CC[C@H]3[C@@H]1C[C@@H](O)[C@@H]2O	-16	-11	-3	8	9	-4	0	18
Cc1ncc(CSc2ccc(Cl)cc2)c(CO)c1O	-19	1	-7	3	-2	2	1	-14
O=C(COC(=O)c1ccccc1C(=O)c1ccc(Cl)cc1)NC(c1ccccc1)c1ccccc1	-17	·	8	14	-2	·	·	·
C[C@@H]1CN([C@@H](C)CO)C(=O)c2cc(NC(=O)c3ccncc3)ccc2O[C@H]1CN(C)S(=O)(=O)c1ccccc1	4	-1	-20	·	0	-2[16.7 µM]	3	0
Fc1cccc(-c2ccc(C3[C@@H]4CN(Cc5ccccc5F)C[C@H]3N4)cc2)c1 (some centres undefined)	11&17	-4&-10	-9&49	0&-7	0&-1	·	·	-23&13
CCOc1ccc(CCNC(=O)c2cnccn2)cc1OCC	1	·	-6	4	-1	-3	-2	-29
O=C(NNC(=O)c1ccccc1[N+](=O)[O-])c1cnccn1	·	4	·	·	·	2	0	0
C/C=C/c1ccc2c(c1)O[C@@H](CN(C)C(=O)CN1CCOCC1)[C@H](C)CN([C@H](C)CO)S2(=O)=O	-6	5	·	·	2	7[16.7 µM]	-1	-6
CCC(NC(=O)CCC(=O)N1CCN(S(=O)(=O)c2ccc(C)cc2)CC1)c1ccc(C)cc1 (centres undefined)	-9	-6	-5	-6	-32	2	-1	-16
CCN(CC)S(=O)(=O)c1ccc(S(=O)(=O)N2CCN(C(=O)c3ccco3)CC2)cc1	·	9	·	-10	·	-4	1	·
C[C@H](CO)N1C[C@H](C)[C@@H](CN(C)Cc2ccc(Cl)c(Cl)c2)Oc2c(NC(=O)C3CCCCC3)cccc2C1=O	8	-12	·	-12	-2	14[16.7 µM]	-1	21

# Gathered by group, the entries above with a Cl atom
molecule	EWS-Fli block	PGC1a acetyl inh	PAX8 inh HTS	FN deposit inh	Casp6 inh	miR-122 sensor	Cneo AK release	LGR2 inh
Cc1ncc(CSc2ccc(Cl)cc2)c(CO)c1O	-19	1	-7	3	-2	2	1	-14
O=C(COC(=O)c1ccccc1C(=O)c1ccc(Cl)cc1)NC(c1ccccc1)c1ccccc1	-17	·	8	14	-2	·	·	·
C[C@H](CO)N1C[C@H](C)[C@@H](CN(C)Cc2ccc(Cl)c(Cl)c2)Oc2c(NC(=O)C3CCCCC3)cccc2C1=O	8	-12	·	-12	-2	14[16.7 µM]	-1	21

# Next part:
molecule	EWS-Fli block	PGC1a acetyl inh	PAX8 inh HTS	FN deposit inh	Casp6 inh	miR-122 sensor	Cneo AK release	LGR2 inh
O=C(Cc1ccc(Br)cc1)OCC(=O)N1CCCCCC1	7	·	-13	-10	3	·	·	-9
COc1ccc(C(=O)OC(C)C(=O)NC(C)CCc2ccccc2)c(OC)c1 (centres undefined)	-8	·	-36	-1	8	3	1	6
O=C(NCC(O)COc1ccc([N+](=O)[O-])cc1)Nc1ccccc1 (centres undefined)	-73	·	6	-3	-2	-1	1	5
CCc1ccc(S(=O)(=O)Nc2ccc(-c3nc4cccnc4s3)cc2)s1	-40	-3	-116	9	1	32	0	-50
O=C(Nc1cccc(Cl)c1)NC1CC2CCC(C1)N2Cc1ccco1 (centres undefined)	10	6	6	2	2	·	·	12
C[C@H]1CN([C@@H](C)CO)C(=O)c2c(c3ccccc3n2C)-c2ccccc2CO[C@@H]1CN(C)Cc1cccc(C(F)(F)F)c1	3	·	82*	-19	-1	·	·	16
OC[C@H]1[C@@H](c2ccc(C#Cc3cccnc3)cc2)[C@H]2CN(Cc3ccccc3F)CCCCN21	25	0	-2	·	-1	1[16.7 µM]	2	7
CCOc1ccccc1Nc1nnc(SCC(=O)NC2CCS(=O)(=O)C2)s1 (centres undefined)	2	4	11	1	-5	-1	1	20
CCCCn1c(N)c(N(CCC(C)C)C(=O)c2cc(CC)c(C)s2)c(=O)[nH]c1=O	2	·	37	-3	0	·	·	0
c1cc2c(cc1Cn1cnnn1)OCO2	·	-13	6	-2	·	-3	-1	·
C[C@@H]1CN([C@@H](C)CO)C(=O)c2cc(Br)cnc2O[C@H]1CN(C)Cc1ccccc1	-1	3	·	·	3	2[16.7 µM]	4	-7
COc1ccc(NC(=O)Nc2cccc3c2O[C@@H](CN(C)C)[C@@H](C)CN([C@@H](C)CO)C3=O)cc1	-12	4	3	·	1	-7[16.7 µM]	-2	-16
C[C@@H]1CN([C@H](C)CO)C(=O)Cc2cc(NC(=O)Nc3ccc4c(c3)OCO4)ccc2O[C@@H]1CN(C)C(=O)Nc1ccccc1	-11	-7	-10	·	·	-6[16.7 µM]	-3	-24
COc1ccc(OC)c(NC(=O)NNC(=O)CCCOc2ccc(Cl)cc2C)c1	2	-1	-6	0	-1	·	·	6
CCC1C(=O)CC(c2ccc([N+](=O)[O-])cc2)NC1c1ccc([N+](=O)[O-])cc1 (centres undefined)	21	·	4	5	0	·	·	5
COCCNC(=O)c1ccc(N2CC3CC(C2)c2cccc(=O)n2C3)c(NC(=O)c2ccc(C(C)(C)C)cc2)c1 (centres undefined)	6	·	-10	-13	0	16	-1	-6
Cc1noc(C)c1NC(=O)Nc1ccc2c(c1)C(=O)N([C@H](C)CO)C[C@H](C)[C@H](CN(C)S(=O)(=O)c1cn(C)cn1)O2	-11	19	·	·	-1	-2[16.7 µM]	5	10
O=C(CCc1cccc(Cl)c1)N1CCCC(Nc2ccccc2)C1 (centres undefined)	3	·	-21	2	2	·	11	-1
O=C(CN1C(=O)NC2(CCCC2)C1=O)OCCOc1ccccc1	-2	·	-3	·	-3	·	1	-3
O=C(CCCOc1ccc(Cl)cc1Cl)Nc1ncccn1	2	2	2	-17	1	-3	-3	3
COc1cccc(OC)c1C(=O)Nc1ccc2c(c1)OCCO2	·	4	-2	9	·	2	1	·
Cc1c(Cc2ccc3c(c2)OCO3)sc(NC(=O)c2ccccc2)c1C(N)=O	-12	3	-2	-4	3	-3	0	-14
O=S(=O)(c1ccc(Cl)cc1)n1nnc2ccccc21	·	-4	12	4	·	4	2	·
O=C1NC(Cc2ccc(O)cc2)c2nc3cc(F)c(F)cc3c(=O)n2-c2ncccc21 (centres undefined)	34	·	15	1	6	-2	-2	-10
Cc1ccc(S(=O)(=O)N(C)C[C@@H]2Oc3c(NC(=O)Nc4ccc5c(c4)OCO5)cccc3C(=O)N([C@H](C)CO)C[C@H]2C)cc1	-10	-5	2	·	-3	-2[16.7 µM]	-2	20
O=C(c1ccccc1F)N1CC[C@@H]2[C@@H](CO)Nc3ccc(Br)cc3[C@@H]21	-10	4	5	1	5	22[16.7 µM]	17	-5
Cc1ccc(S(=O)(=O)N(C)C[C@@H]2OCCCC[C@@H](C)Oc3ccc(NS(=O)(=O)c4ccc(F)cc4)cc3C(=O)N([C@@H](C)CO)C[C@H]2C)cc1	3	-8	47	-2	2	-5[16.7 µM]	2	6
COc1ccc(N2C(=O)CNC2=S)cc1	-4	9	7	-6	-2	-6	3	-1
CC(C)(C)c1ccc(S(=O)(=O)N2CCN(c3ncccn3)CC2)cc1	11	6	-12	-4	2	6	-2	1
Cc1cc(NC(=O)c2cc3ccccc3o2)no1	-42	3	-58	-10	23	0	-4	-31
CN1C(=O)c2cc(NC(=O)C3CC3)ccc2OC[C@H]2O[C@@H](CC(=O)NCc3cccc(F)c3)CC[C@H]21	6	-7	0	·	·	-8[16.7 µM]	-1	12
CC(=O)N(C)C[C@H]1Oc2ncc(C#Cc3ccccn3)cc2C(=O)N([C@H](C)CO)C[C@H]1C	-11	0	·	·	-1	-2[16.7 µM]	-4	4
COc1ccc(-c2nn3c(COc4ccccc4)nnc3s2)cc1OC	·	-8	·	5	·	-3	1	·
CCOc1ccccc1N1CC(C(=O)N(CC)C2CCS(=O)(=O)C2)CC1=O (centres undefined)	5	1	-6	0	4	·	·	7
COc1ccc(Cl)cc1NC(=O)CCCn1c(=O)c2cccn2c2cccnc21	-9	-2	3	7	-3	0	-1	·
C[C@H]1CN([C@@H](C)CO)S(=O)(=O)c2ccc(C#Cc3cccc(F)c3)cc2O[C@@H]1CN(C)C(=O)NC1CCCCC1	-8	9	42	-8	0	32[16.7 µM]	102*	-83
C[C@@H]1CN([C@@H](C)CO)C(=O)c2cc(NC(=O)Cc3cn(C)c4ccccc34)ccc2O[C@@H]1CN(C)S(=O)(=O)c1ccc(Cl)cc1	0	2	16	·	5	44[16.7 µM]	-4	·
CC(C)C[C@H]1COCCS(=O)(=O)N1Cc1cccc(Cl)c1	-4	-31	-16	13	4	-2	1	27
COc1ccccc1C(NC(=O)CC(C)C)c1c(O)ccc2ccccc12 (centres undefined)	19	-16	25	5	-1	1	0	·
COCCCNC(=S)NC1CC2CCCC(C1)N2Cc1cccs1 (centres undefined)	·	-12	·	-6	·	-7	1	17
COc1ccc(CNC(=O)C2=CC(c3ccc(OC)cc3)=NS(=O)(=O)N2C)cc1	10	-15	6	-5	1	-5	4	·
CCC1(CC)Cc2ccccc2-c2nc3ccccc3c(=O)n21	·	-10	15	2	·	-5	-10	·
CCS(=O)(=O)Nc1ccc(NC(C)=O)cc1	·	-2	·	·	3	7	0	-5
CCCS(=O)(=O)c1c(S(=O)(=O)CCC)c2ccc(C(C)=O)cn2c1C(=O)OC	3	3	-9	3	2	·	·	-31
Cc1ccc(NC(=O)c2cc(C)n(-c3ccccc3)c2C)cc1	69*	0	19	3	-5	12	-13	·
O=C(NNC(=O)c1ccc(S(=O)(=O)N2CCCC2)cc1)c1ccc(Br)cc1	-9	·	10	1	-1	·	·	9
COc1ccc(Br)c(C(=O)NCC2CCCCC2)c1	-5	·	-2	-3	-2	·	0	16
CCC1(CC)Cc2ccccc2-c2nc(NCCCO)[nH]c(=O)c21	-3	-1	3	1	7	·	·	5
O=S(=O)(c1cccc(F)c1)N1CCN(Cc2ccc3c(c2)OCO3)CC1	·	-4	·	4	·	-1	-1	·
CN1c2ccc(-c3ccccc3)cc2[C@@H]2[C@@H](CCN2C(=O)c2ccccc2)[C@H]1CO	-13	8	-88	-1	2	27[16.7 µM]	-30	10
CC(CNC(=O)CCC(=O)N1CCOc2ccc(Cl)cc21)c1ccccc1 (centres undefined)	4	-11	3	1	1	-7	0	-2
Cc1[nH]c2ccccc2c1C(=O)C(C)OC(=O)c1ccc([N+](=O)[O-])o1 (centres undefined)	9	-6	62*	-8	8	8	0	13
COc1ccc(NC(=O)CSc2nc3sc(C)cc3c(=O)n2C)cc1	22	·	-17	3	-1	-4	6	-14

# High-throughput results as filed in PubChem.
